HT1080 IDH1KD tx: qHTS for induction of synthetic lethality in tumor cells producing 2HG: qHTS for the HT-1080-IDH1KD cell line | 2% of 360,000 active | HT-1080 IDH1 knockdown viability, ATP luminescence, 48 h | Potency, µM (series often up to 46.1 µM), inactives show top-dose activity, negative = toxicity, usual class: cytotoxic | AID 686971, 2013;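 also: potency is read from the fitted curve at half-maximal effect; 0% = DMSO wells and -100% = cell-free medium wells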
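CellTiter-Glo luminescence after 48 h compound exposure at 37 degrees C of IDH1-knockdown HT-1080 cells in 5% FBS RPMI. %Activity scaled between DMSO wells and cell-free media wells, with curves fitted and assigned curve classes.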
KB-V1 cytotox: qHTS assay for MDR1-selective chemotherapeutics: Primary screen using the drug-selected MDR subline cells KB-V1; AID 1347076, 2019; 3.4% of 400,000 active; KB-V1 MDR cells viability, CellTiter-Glo, 72 h; Potency, µM (doses to about 46.1 µM), for the others: at the top dose activity change, negative = cytotoxicity, hits mostly cytotoxic; also: potency is read from the fitted curve at half-maximal effect; % is scaled to controls: 0 for no effect and ±100 for the full control effect; nearly all actives have a fitted effect of over 60% in size
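Luminescent ATP read-out (CellTiter-Glo, 10 min) measures survival of drug-selected KB-V1 MDR cells after 72 h, 37 degrees C compound exposure. Medium: phenol-red-free DMEM, 10% FBS. Values from fitted concentration-response curves.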
HT1080-NT tox: qHTS for induction of synthetic lethality in tumor cells producing 2HG: qHTS for the HT-1080-NT fibrosarcoma cell line. HT-1080-NT fibrosarcoma viability, CellTiter-Glo ATP luminescence, 48 h. Potency, µM (highest dose often 46.1 µM), inactives show top-dose activity, negative = less viability, hits mostly cytotoxic. 1.6% of 360,000 active. AID 686970, 2013;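 also: NT is the 2HG producing partner of a matched IDH1 knockdown line; potency is read from the fitted curve at half-maximal effect; 0% = DMSO-treated cells and -100% = media-only wells without cells; nearly all actives have a fitted effect of over 55% in size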
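Viability by CellTiter-Glo luminescence after 48 h compound exposure at 37C of HT-1080-NT cells (750/well, RPMI, 5% FBS). % activity scaled between DMSO wells and medium-only wells, then curve-fitted and categorized by curve class.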
IL-1B inflam inh: qHTS for Inhibitors of Inflammasome Signaling: IL-1-beta AlphaLISA Primary Screen; 4.7% of 360,000 active; THP-1 LPS/ATP IL-1B secretion, AlphaLISA, 16 h; hits give low values; activity change, % at 57.5 µM; in the data active = activity change below about -50%; inconclusive = mostly about -30% to -49%; also: % is scaled to controls: 0 for no effect and ±100 for the full control effect
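Secreted IL-1B measured by AlphaLISA bead assay after 16 h compound exposure of THP-1 cells; compounds (final up to 57.5 uM) added 1 h before LPS (250 ng/mL) and ATP (1.25 mM) stimulation; lower signal means less secretion.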
DRD3 agonist: qHTS of D3 Dopamine Receptor Agonist: qHTS; D(3) dopamine receptor (Homo sapiens), P35462; D3R DiscoveRx beta-arrestin cells, luminescence, 90 min; max activation, %; 0.58% of 410,000 active; in the data active = max activation above about 30%; also: 0% is about no effect; mostly tested at two doses, the higher about 12 µM
Target sequence (P35462 whole entry, looked up): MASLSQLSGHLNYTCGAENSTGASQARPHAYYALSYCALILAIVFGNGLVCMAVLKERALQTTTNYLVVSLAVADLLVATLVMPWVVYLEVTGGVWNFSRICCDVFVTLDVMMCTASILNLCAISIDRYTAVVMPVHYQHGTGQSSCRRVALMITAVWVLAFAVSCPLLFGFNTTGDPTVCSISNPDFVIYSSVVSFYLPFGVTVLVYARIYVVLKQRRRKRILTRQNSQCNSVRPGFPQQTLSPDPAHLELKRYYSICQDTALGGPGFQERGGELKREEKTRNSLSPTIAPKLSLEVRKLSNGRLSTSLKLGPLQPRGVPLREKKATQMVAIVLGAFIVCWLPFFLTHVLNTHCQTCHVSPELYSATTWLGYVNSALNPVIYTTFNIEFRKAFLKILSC
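Agonist-mode cell screen: cells plated at 1500/well and incubated overnight at 37 °C, then exposed to library compounds for 90 min at 37 °C. Detection reagent was added for 30–60 min at room temperature, and luminescence was read.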
GLP1R cytotox: qHTS of GLP-1 Receptor Inverse Agonists: Cytotox Screen; HEK293 cAMP-luciferase reporter cells, luminescence, 24 h; Potency, µM (highest dose often 38.3 µM), for the others: top-dose activity change, negative = inhibition, most hits filed as inhibitors; 0.13% of 410,000 active;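 also: loss of luciferase light is scored as toxicity; potency is read from the fitted curve at half-maximal effect; % is scaled to controls: 0 for no effect and ±100 for the full control effect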
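Step one: seed cells (200 cells/uL, DMEM with 10% Nu serum, 1% pen-strep). Step two: 12-hour incubation at 37 deg C. Step three: pin 23 nL compound, incubate 24 hr. Step four: add luciferase reagent, read luminescence 12 min later.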
MCF10A rereplic: A quantitative high throughput screen for small molecules that induce DNA re-replication in MCF 10a normal breast cells; MCF 10A DNA re-replication, Hoechst nuclear intensity, 48 h; AID 624296, 2012; 2.9% of 350,000 active; Potency, µM (highest dose often 46.1 µM), for inactives: at the top dose activity, positive = re-replication, hits mostly activators; also: potency is read from the fitted curve at half-maximal effect; % of control where 0% means no effect; nearly all actives have a fitted effect of over 50% in size
KB-3-1 tox: qHTS assay for MDR1-selective chemotherapeutics: Primary screen using the parental adenocarcinoma cell KB-3-1. 1.4% of 400,000 active. AID 1347075, 2019. KB-3-1 viability, CellTiter-Glo ATP luminescence, 72 h. Potency, µM (doses to about 46.1 µM), for the others: at the top dose activity change, negative = cytotoxic, actives largely listed as cytotoxic; also: potency is read from the fitted curve at half-maximal effect; % is scaled to controls: 0 for no effect and ±100 for the full control effect; nearly all actives have a fitted effect of over 60% in size
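Cytotoxicity measured as CellTiter-Glo luminescence after 72 h at 37 C. Compound titrations were pinned onto drug-naive KB-3-1 parental adenocarcinoma cells grown in DMEM with 10% FBS, and normalized data fitted to concentration-response curves.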
SW480 rerep: A quantitative high throughput screen for small molecules that induce DNA re-replication in SW480 colon adenocarcinoma cells. Potency, µM (top dose mostly 46.1 µM), for the others: at the top dose re-replication activation, hits mostly activators. 1.8% of 340,000 active. SW480 DNA re-replication, Hoechst DNA content imaging, 48 h; also: potency is read from the fitted curve at half-maximal effect; % of control where 0% means no effect; nearly all actives have a fitted effect of over 55% in size
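Hoechst fluorescence of nuclei (405 nm excitation, 500-530 nm emission) measured by plate-scanning imager after 48 hr compound exposure at 37 C; re-replication scored as increased number of nuclei with elevated intensity.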
Starred values were filed as active, the others as inactive; u = inconclusive; x = no result given; [ ] = another dose, or the depositor's remark. Unless noted, calls follow the shape of the dose curve; as a rule, active = well fitted curve in the direction sought with a large enough effect; inconclusive = small, poorly fitted or top-dose-only effect, or another doubt; inactive = no such curve, though single readings can be large; an effect the other way counts as inactive or inconclusive.

SMILES	HT1080 IDH1KD tx	KB-V1 cytotox	HT1080-NT tox	IL-1B inflam inh	DRD3 agonist	GLP1R cytotox	MCF10A rereplic	KB-3-1 tox	SW480 rerep
O=C1CC(c2ccc(F)cc2)CC(O)=C1C=NCCN1CCN(C(=O)Nc2ccccc2)CC1 (stereo unspecified)	4%	20%	3%	37	4	-13%	5%	17%	-5%
O=c1[nH]c2ccc(NC(=S)Nc3ccc(Cl)cc3Cl)cc2[nH]1	-6%	11%	6%[9.24 µM]	-5	7	2%	-5%	1%	0%
Cc1ccsc1C(=O)N1CCCC(N2CCN(c3cccc(Cl)c3)CC2)C1 (stereo unspecified)	-7%	-2%	-1%	5	-6	2%	-15%	-3%	u
CN(C)C(=O)COc1ccc2cc(-c3ccccc3)c(=O)oc2c1	3%	-5%	-1%	-16	2	3%	10%	11%	-3%
CCc1ccc(CN2CCc3nc(N4CCN(c5ccccc5F)CC4)ncc3C2)cc1	x	2%	x	x	-9	1%	x	-12%	x
N/C(=N\OC(=O)CC1CCCCC1)c1ccc(Cl)cc1	9%	-4%	15%	-13	0	1%	u	2%	-3%
O=C(CSc1ccc2ccccc2n1)N/N=C/c1ccccc1O	u	18%	u	299	1	-63%	u	u	u
NC(=O)NCc1cccs1	3%	11%	3%	-7	18	-23%	1%	-5%	-51%[inhibitor]
Cc1oc2c(CN3CCCC3)c(O)ccc2c(=O)c1Oc1ccccc1Br	9%	7%	10%	-3	-6	-3%	11%	u	-10%
CN(CC(=O)Nc1cccc(F)c1)C(=O)CCc1nc2sc3c(c2c(=O)[nH]1)CCCC3	-5%	9%	-13%	64	2	-11%	u	-12%	u
CCN(CC)CCNC(=O)C(=O)Nc1cc2c3c(c1)CC(=O)N3CCC2	-9%	-1%	1%	12	6	-17%	-1%	9%	-8%
Cc1cnc(C(=O)OCC(=O)Nc2cccc3ccccc23)cn1	3%	5%	11%	3	0	16%	4%	0%	-5%
Cc1nn(C)c(C)c1N1C(=O)c2cccc3c(Br)ccc(c23)C1=O	u	-6%	23µM*	-96*	-4	x	27%	u	u
CCC(C)(C)NC(=O)c1cc(OC)c(OC)cc1[N+](=O)[O-]	10%	19%	9%	2	-9	7%	-12%	5%	0%[9.22 µM]
Cc1ccc2oc(=O)n(CCOc3ccccc3C)c2c1	0%	u	-1%	-17	-2	4%	14%	-1%	1%
COc1ccc(NC(=O)CN2C(=O)/C(=C3\SC(=S)N(C4CCS(=O)(=O)C4)C3=O)c3ccccc32)cc1 (stereo unspecified)	u	10%	1%	u	7	-9%	11%	-1%	-4%
CN(C(=O)c1cccc(NC(=O)Cc2ccc(NC(=O)C3CCN(C(=O)c4ccccc4)CC3)cc2)c1)C1CCCC1	-17%	1%	-4%	4	15	0%	14%	3%	-5%
COc1ccc(S(N)(=O)=O)cc1C(=O)OCCCOC(=O)c1cc(S(N)(=O)=O)ccc1OC	3%	u	12%	21	1	1%	0%	10%	-1%
Cc1nn(-c2ccccc2)c2nc(N)c(C#N)c(-c3ccc(C(C)(C)C)cc3)c12	0%	5%	-1%	18	1	6%	-4%	u	20%
Cc1cccc(N2CCN(C(=O)c3oc4ccc(Br)cc4c3C)CC2)c1C	14%	0%	5%	19	0	3%	26%	-17%	-2%
COc1ccc(-n2cc(CN(C)CCO)c(-c3cccc(F)c3)n2)cc1	0%	0%	0%	-30	-2	-6%	-3%	2%	-6%
O=C(NCc1ccc(Cl)c(Cl)c1)c1cc(C2CCCCN2C(=O)c2cccs2)on1 (stereo unspecified)	-4%	-17%	-23%	-19	-6	-7%	x	0%	x
CN1/C(=C/C=N/n2cnnc2)C(C)(C)c2ccccc21	0%	u	0%	25	-13	8%	-6%	-22%	-1%
COc1cc(OC)c(NC(=O)C2CCN(S(=O)(=O)c3ccc4c(c3)oc(=O)n4C)CC2)cc1Cl	x	u	x	x	-10	-6%	x	0%	x
CCCCN1C(=O)NC(NS(=O)(=O)c2ccc(N)cc2)(C(F)(F)F)C1=O (stereo unspecified)	-5%	0%	9%	-1	2	3%	u	-17%	-2%
CC(=O)c1ccc(N2CCN(C(=O)CNS(=O)(=O)c3ccc4c(c3)OCCCO4)CC2)c(F)c1	-1%	u	-2%	-4	1	-1%	12%	-6%	2%
CCN1CCN(C(=O)c2cnn(-c3cccc(C)c3)c2C2CCN(C(=O)OC(C)(C)C)CC2)CC1	x	3%	x	x	-14	-15%	x	0%	x
O=C(O)[C@@H]1CSC2c3ccccc3C(=O)N21 (stereo partly specified)	25%	4%	23%	4	0	2%	-13%	-1%	7%
Cc1ccc(CCSc2ccc(C(C)C)cc2)cn1	0%	10%	-1%	-59*	-1	2%	u	u	7%
COc1ccccc1C(=O)COC(=O)CNS(=O)(=O)c1ccc(C)cc1	3%	-8%	1%	-13	-4	4%[7.66 µM]	-1%	-2%	-2%
Cc1nn(-c2ccc(Cl)c(Cl)c2)c(=O)c2ccccc12	-4%	-14%	-7%	-11	-9	0%	u	-22%	-1%
COc1ccc(N2CCN(C(=O)c3cccn4c(=O)c5ccc(Cl)cc5nc34)CC2)cc1	x	-10%	x	x	0	-5%	x	3%	x
Cc1cc(Cl)cc(C)c1OCCOCCNCc1ccccc1	-28%	u	u	u	-9	-24%	14%	-5%	16%
O=C(c1ccc2c(c1)OCCO2)N(c1ccccn1)C1CCCCC1	17%	-8%	4%	-8	1	-17%	5%	-3%	-3%
CC[C@H](C)C(C(=O)N1CCN(C(=O)OC(C)(C)C)CC1)n1cc(C(Cc2ccc(O)cc2)NC(=O)OC(C)(C)C)nn1 (stereo partly specified)	4%	-4%	-2%	-11	52*	-26%	16%	18%	26%
S=C(Nc1ccccc1)c1nc2ccccc2s1	0%	16%	-6%	22	4	u	-4%	1%	3%
Nc1cc(N)c2c(c1)C(=O)c1ccccc1-2	-1%	u	1%	u	-23	u	-5%	u	-1%
COc1cccc(N2CC(C(=O)NC3CCCCC3)CC2=O)c1 (stereo unspecified)	7%	1%	10%	19	6	-12%	-5%	13%	1%
O=C(CSc1ccc(-c2ccc(F)cc2)nn1)NCCc1ccccc1	0%	-16%	1%	13	-8	-3%[7.66 µM]	0%	-6%	3%
Cc1nc(SCC(=O)N2CCOCC2)c2ccsc2n1	-7%	2%	-8%	-2	-2	-1%	-3%	8%	1%

Compounds shown so far that contain an NH in an aromatic ring, in the order listed:
SMILES	HT1080 IDH1KD tx	KB-V1 cytotox	HT1080-NT tox	IL-1B inflam inh	DRD3 agonist	GLP1R cytotox	MCF10A rereplic	KB-3-1 tox	SW480 rerep
O=c1[nH]c2ccc(NC(=S)Nc3ccc(Cl)cc3Cl)cc2[nH]1	-6%	11%	6%[9.24 µM]	-5	7	2%	-5%	1%	0%
CN(CC(=O)Nc1cccc(F)c1)C(=O)CCc1nc2sc3c(c2c(=O)[nH]1)CCCC3	-5%	9%	-13%	64	2	-11%	u	-12%	u

Continued.
SMILES	HT1080 IDH1KD tx	KB-V1 cytotox	HT1080-NT tox	IL-1B inflam inh	DRD3 agonist	GLP1R cytotox	MCF10A rereplic	KB-3-1 tox	SW480 rerep
CC(=O)c1ccccc1NC(=O)COC(=O)CSCC(=O)Nc1cc(C)on1	-4%	12%	2%	18	3	-8%	1%	-16%	-1%
CCc1ccc(NC(=O)c2ccc3[nH]c(C)c(C)c3c2)cc1	x	-4%	x	x	-17	0%	x	3%	x
COC(=O)c1ccc(COC(=O)c2cnc(Cl)c(Cl)c2)cc1	13%	-4%	13%	-13	-4	-1%	2%	11%	-1%
COc1ccc2c(C)nc(Nc3nc(-c4ccccc4)cc(=O)[nH]3)nc2c1	u	u	u	-63*	-3	u	4.6µM*	4.6µM*	3.7µM*
CC(=O)c1c(C)oc2ccc(NS(=O)(=O)c3cccs3)cc12	-6%	u	-17%	0	-3	-2%	-3%	-1%	-16%
COc1ccc(Cl)cc1NC(=O)CN1C(=O)NC(C)(Cc2ccc(OC)c(OC)c2)C1=O (stereo unspecified)	0%	-8%	-2%	4	-1	-2%	6%	-3%	0%
COc1cc(/C=C/c2cc(OC(C)=O)c3ccccc3n2)c(OC(C)=O)c([N+](=O)[O-])c1	-11%	-5%	-5%	6	-13	4%	u	-17%	0%
CC1CCc2c(sc(NC(=O)c3cc(-c4cccc(Cl)c4)on3)c2C(N)=O)C1 (stereo unspecified)	x	13%	x	x	-10	-7%	x	-5%	x
O=C(Nc1cc(C(F)(F)F)ccc1-n1cncn1)c1ccc([N+](=O)[O-])o1	-6%	u	4%	-94*	0	4%	u	21µM*	9.2µM*
O=C(N=Nc1c(O)[nH]c2ccc(Br)cc12)c1ccccc1-n1cccc1	2.2µM*	3.3µM*	2.8µM*	2	-21	-9%	u	5.2µM*	u
CCc1nc2c(OCc3c(C)noc3C)cccn2c1N(C)C(=O)C(C)C	12%	1%	17%	6	5	2%	x	0%	x
COc1ccc(OC)c(NC(=O)CCC(=O)Nc2nnc(C(C)C)s2)c1	22%	-5%	16%	16	-15	-9%	2%	-3%	1%
O=C(NCCc1ccccc1)c1ccc(-c2ccc(F)cc2)o1	29%	3%	27%	-54*	11	-6%	9%	1%	u
CCc1noc(C)c1C(=O)N1CCN(S(=O)(=O)c2ccc(Cl)cc2)CC1	1%	-10%	-1%[9.24 µM]	32	2	1%	4%	8%	u
COc1ccc(CNC(=O)c2ccc3c(c2)N(Cc2ccccc2F)C(=O)c2ccccc2S3=O)cc1 (stereo unspecified)	x	0%	x	x	2	4%	x	11%	x

From PubChem BioAssay

Compounds were not picked by outcome; any-hit rate near 11%.
